# Assay outcomes as filed in PubChem BioAssay.
# DAX1 inh-1: inhibitors of human orphan nuclear receptor DAX1 (NR0B1); HEK293 Gal4-DAX1 luciferase reporter, luminescence; 340,000 compounds, 0.99% hits; inhibition, % at 6.75 µM; P51843; AID 504766;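 active = inhibition above the mean over all tested compounds plus 3 SD, cut at about 4.2% in these data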;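 note: 0% = DAX1-transfected cells with DMSO and 100% = empty-vector control cells with DMSO; inhibition shows as a rise in luminescence from relieved DAX1 repression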
# sPLA2-III inh: Inhibits HGIII-sPLA2 liposome hydrolysis, primary screen. 370,000 compounds, 0.56% hits. inhibition, % at 12.2 µM. QFRET BODIPY PC-A2 liposome hydrolysis, fluorescence. Q9NZ20;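 active = inhibition above mean plus 3 SD of compounds lying within the high and low control bounds, cut at about 19% in these data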;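 note: 0% = median of test compound wells and 100% = no enzyme DMSO wells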
# hgDAF-12 ag: hgDAF-12 agonism, primary luciferase screen. 370,000 compounds, 1.8% hits. HEK293 GAL4-hgDAF12 UAS-luciferase reporter, agonist luminescence; normalized to butyrate control. activation, % at 6.8 µM. AID 687014;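 active = activation above a cutoff set at the mean of all screened compounds plus 3 SD, cut at about 10% in these data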;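 note: 0% = DMSO wells and 100% = sodium butyrate wells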
# NPR2 activator: GC-B (human) receptor activation; P20594; HEK293-GC-B cells, CNP EC30, cGMP TR-FRET; 0% at EC30 CNP, 100% saturating CNP; activation, % at 10 µM; 370,000 compounds, 0.11% hits; AID 1920062;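 active = activation at 10 µM reaching about 35% in either raw or pattern-adjusted values, limit read from the data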
# Target sequence (P20594 whole entry, looked up): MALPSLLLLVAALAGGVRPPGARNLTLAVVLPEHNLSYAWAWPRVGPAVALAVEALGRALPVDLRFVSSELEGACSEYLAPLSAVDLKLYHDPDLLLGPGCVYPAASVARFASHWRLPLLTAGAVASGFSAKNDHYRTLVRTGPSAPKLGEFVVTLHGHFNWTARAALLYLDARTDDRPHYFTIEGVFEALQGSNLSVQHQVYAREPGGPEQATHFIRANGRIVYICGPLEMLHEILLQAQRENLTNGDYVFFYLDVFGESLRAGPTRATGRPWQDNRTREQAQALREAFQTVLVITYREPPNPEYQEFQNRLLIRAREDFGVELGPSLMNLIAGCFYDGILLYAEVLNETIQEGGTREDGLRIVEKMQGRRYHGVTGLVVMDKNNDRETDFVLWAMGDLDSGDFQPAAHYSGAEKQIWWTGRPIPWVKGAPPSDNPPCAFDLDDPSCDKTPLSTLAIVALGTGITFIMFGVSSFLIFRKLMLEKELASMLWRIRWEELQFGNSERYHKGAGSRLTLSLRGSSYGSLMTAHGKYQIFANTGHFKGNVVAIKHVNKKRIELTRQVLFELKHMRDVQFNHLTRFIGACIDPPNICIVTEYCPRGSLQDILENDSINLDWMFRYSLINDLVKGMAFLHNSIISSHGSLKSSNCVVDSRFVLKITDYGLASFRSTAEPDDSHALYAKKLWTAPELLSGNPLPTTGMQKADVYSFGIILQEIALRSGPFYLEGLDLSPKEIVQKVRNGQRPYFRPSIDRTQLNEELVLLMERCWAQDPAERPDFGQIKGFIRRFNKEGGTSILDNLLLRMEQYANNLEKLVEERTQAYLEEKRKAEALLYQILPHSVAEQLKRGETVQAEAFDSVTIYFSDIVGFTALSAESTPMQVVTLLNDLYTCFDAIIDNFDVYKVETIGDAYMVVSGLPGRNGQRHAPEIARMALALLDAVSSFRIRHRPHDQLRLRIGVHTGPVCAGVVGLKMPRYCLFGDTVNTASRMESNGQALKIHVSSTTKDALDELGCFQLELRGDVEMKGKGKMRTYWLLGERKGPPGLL
# SMARCA2 act: activators of SMARCA2 function. 370,000 compounds, 1% hits. AID 652017. MG213 cells, MMTV-luciferase reporter, dexamethasone, overnight. activation, % at 9.1 µM; in the data active = activation above about 7.8%;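 note: 0% = vehicle wells and 100% = reference activator wells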
# ssDAF12 agonist: S. stercoralis DAF-12 activation, primary screen; activation, % at 6.8 µM; HEK293 ssDAF-12/GRIP1 lit1-tk-luc reporter, luminescence; % of 3 µM dafachronic acid response; AID 652126; 370,000 compounds, 1% hits;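 active = activation above the mean over all tested compounds plus 3 SD, cut at about 0.9% in these data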;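 note: 0% = DMSO-only wells and 100% = 3 µM delta7-dafachronic acid wells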
# hcDAF-12 act: activates DAF-12 receptor from parasite H. contortus. HEK293 hcDAF-12 lit1-tk-luc reporter, luminescence; 0% DMSO, 100% Δ7-dafachronic acid. activation, % at 6.8 µM. 370,000 compounds, 1.4% hits. AID 652067;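 active = activation above the mean of all tested compounds plus 3 SD, cut at about 5.5% in these data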;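 note: 100% = response to 3 µM Δ7-dafachronic acid high control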
# ADAM10 inh: inhibitors of human ADAM10; O14672; recombinant ADAM10, EDANS/DABCYL FRET peptide cleavage, 3 h; inhibition, % at 7 µM; 370,000 compounds, 0.62% hits; AID 720582;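 active = inhibition above a per-campaign cutoff equal to the mean of compounds falling between control-based bounds plus 3 SD, cut at about 20% in these data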;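 note: 0% = DMSO wells while the 100% control is not disclosed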
# DAX1 inh-2: blocks DAX1 repression of SF-1 activated StAR promoter. HEK293T StAR-luciferase reporter, SF-1/DAX-1 repression relief. inhibition, % at 6.8 µM. 370,000 compounds, 1.1% hits. AID 652010;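 active = inhibition above the mean over all tested compounds plus 3 SD, cut at about 3.6% in these data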;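 note: 0% = DAX-1 cells with DMSO and 100% = cells lacking DAX-1 with DMSO; higher inhibition means more luminescence from relief of DAX-1 repression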
# NPR1 activator: GC-A (human) enzyme activation | 370,000 compounds, 0.14% hits | HEK293 GC-A cells, cGMP TR-FRET, EC30 ANP; 0% at EC30 ANP, 100% saturating ANP | P16066 | AID 1671463 | activation, % at 10 µM; in the data active = activation above about 40%
# FXN GAA850 act: increases GAA850 frataxin promoter reporter activity; 360,000 compounds, 0.56% hits; activation, % at 6 µM; HEK293 lucGAA850 FXN promoter luciferase reporter, 24 h; percent of 10 µM SAHA response; AID 540364;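 active = activation above the average of all compounds screened plus 3 SD, cutoff fixed separately per campaign, cut at about 7.5% in these data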;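 note: 0% = DMSO wells and 100% = 10 µM SAHA wells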
# Numbers without * were called inactive; · = not tested or not shown.
# Each structure is followed by: DAX1 inh-1	sPLA2-III inh	hgDAF-12 ag	NPR2 activator	SMARCA2 act	ssDAF12 agonist	hcDAF-12 act	ADAM10 inh	DAX1 inh-2	NPR1 activator	FXN GAA850 act
- COC(=O)C(C)N(c1ccc(OC)cc1)S(C)(=O)=O (centres undefined)
 : 0.6	1	5.1	1	3	0.1	0.1	0	2.4	1	3.0
- CC(C)(C)c1cc(C(=O)NC2CC2)n(Cc2ccc(F)cc2)n1
 : ·	6	-0.2	4	1	-0.8	-2.0	-7	0.1	2	2.0
- Cc1ccc(NC(=O)CSc2ccc(-c3ccc4c(c3)OCO4)nn2)cc1F
 : -0.8	-2	2.8	-1	-2	-1.0	1.2	2	-0.8	0	0.1
- CCn1ncc(Cl)c1C(=O)Nc1cc(Cl)ccc1Cl
 : 2.1	2	-2.3	0	-1	-1.4	-1.9	1	-0.1	-8	1.5
- Cc1nc2ncnn2c(N2CCN(S(=O)(=O)c3ccc(Br)cc3)CC2)c1C
 : 0.0	14	-2.7	-5	-2	-0.6	-0.7	-5	1.5	2	-1.2
- CC(C)Cc1nc2oc3c(Cl)ncnc3c2c2c1CCCC2
 : -0.9	-2	0.6	-22	-4	-0.9	-0.6	1	0.8	-29	0.4
- CCCSC1=N/C(=C\c2ccc([N+](=O)[O-])o2)C(=O)S1
 : -0.3	-5	-1.1	-2	3	-0.4	-1.0	-2	-1.0	-15	-0.4
- Cc1ccc2c(c1)cc(CN(Cc1ccc3c(c1)OCO3)C(=O)c1ccccc1)c1nnnn12
 : 0.7	1	0.2	-8	6	-0.6	-2.1	0	-0.1	-12	-1.4
- Cn1c(N2CCC(C(N)=O)CC2)nc2c1c(=O)n(Cc1cccc(Br)c1)c(=O)n2C
 : -0.7	-5	-1.4	5	-1	-0.7	-0.4	-3	-0.6	7	-1.4
- CC1CCN(S(=O)(=O)c2csc(C(=O)Nc3ccccc3)c2)CC1
 : -2.2	-15	-3.9	4	-5	-1.5	-2.6	19	-1.6	4	-1.1
- COc1ccc(C(=O)N2CCN(S(=O)(=O)c3ccc(F)cc3)CC2)cc1OC
 : 0.8	-2	1.9	4	-3	-1.2	0.9	-2	0.3	0	1.6
- CCn1c(-c2ccccc2)c(C(=O)O)c2ccccc21
 : -1.2	1	0.1	-1	3	-1.0	4.7	-15	1.3	1	1.9
- CSc1ccc(-c2nnn(Cc3ccccn3)n2)cc1
 : 0.5	4	12*	-3	7	-0.5	0.4	1	1.7	-7	4.3
- CN(CC(=O)Nc1ccc(F)cc1)CC(=O)N1CCc2ccccc21
 : -0.9	3	0.7	-1	-2	-1.2	0.7	-6	0.0	-2	-0.2
- CCCn1c2ccccc2c2nnc(SCC(=O)OCC)nc21
 : 1.4	-3	-1.3	-3	0	-0.4	-0.2	5	-0.4	5	0.8
- O=C(Nc1cccc(C(F)(F)F)c1)OC1CC2CC1[C@H]1CCCCN1[C@H]2Cc1ccccc1 (some centres undefined)
 : ·	4	0.4	5	-4	-0.7	-1.2	-3	-1.2	-5	·
- O=C1NC[C@H](Cc2ccc(O)cc2)N(CCc2cccc(F)c2)C1=O
 : ·	1	-0.3	2	-4	-0.6	4.5	-2	1.6	-1	·
- Nn1c(COc2ccccc2)nnc1SCC(=O)O
 : 0.7	3	-0.6	6	-1	-1.4	-0.1	-10	-0.9	5	-1.0
- C=CCn1c(Cc2ccc(OC)cc2)nnc1SCC(=O)c1cccc([N+](=O)[O-])c1
 : 0.1	-50	-1.2	0	2	-2.0	-2.3	6	0.1	0	-0.1
- CCOc1ccc(CCN2C(=O)C(=O)N([C@@H](Cc3ccc(O)cc3)CN3CCC[C@H]3CN3C(=O)C(=O)NC[C@@H]3Cc3ccc(O)cc3)C[C@@H]2Cc2ccccc2)cc1
 : ·	-25	1.6	7	-2	-0.1	-0.6	0	0.5	0	·

# Reprinted at random: 4 compounds from above.
# Each structure is followed by: DAX1 inh-1	sPLA2-III inh	hgDAF-12 ag	NPR2 activator	SMARCA2 act	ssDAF12 agonist	hcDAF-12 act	ADAM10 inh	DAX1 inh-2	NPR1 activator	FXN GAA850 act
- CCCn1c2ccccc2c2nnc(SCC(=O)OCC)nc21
 : 1.4	-3	-1.3	-3	0	-0.4	-0.2	5	-0.4	5	0.8
- O=C(Nc1cccc(C(F)(F)F)c1)OC1CC2CC1[C@H]1CCCCN1[C@H]2Cc1ccccc1 (some centres undefined)
 : ·	4	0.4	5	-4	-0.7	-1.2	-3	-1.2	-5	·
- CCn1c(-c2ccccc2)c(C(=O)O)c2ccccc21
 : -1.2	1	0.1	-1	3	-1.0	4.7	-15	1.3	1	1.9
- CSc1ccc(-c2nnn(Cc3ccccn3)n2)cc1
 : 0.5	4	12*	-3	7	-0.5	0.4	1	1.7	-7	4.3

# Remaining list, next part.
# Each structure is followed by: DAX1 inh-1	sPLA2-III inh	hgDAF-12 ag	NPR2 activator	SMARCA2 act	ssDAF12 agonist	hcDAF-12 act	ADAM10 inh	DAX1 inh-2	NPR1 activator	FXN GAA850 act
- CCCCOc1ccc(N2C(=O)C(C)CNC2=S)cc1 (centres undefined)
 : 1.3	15	1.0	2	0	-1.3	-0.1	-15	-1.1	1	-0.3
- COc1cccc(SCC(=O)N2CCN(c3ccccc3)CC2)c1
 : 2.5	5	-1.9	-7	1	-1.9	-1.5	4	-0.5	2	0.7
- CCOC(=O)CCCc1c[nH]c2ccccc12
 : -0.2	-36	-3.9	1	0	-1.7	-1.4	-6	-0.8	1	-0.3
- NCCCC(N)(C(=O)O)C(F)F (centres undefined)
 : -1.5	5	4.0	-5	-5	-1.1	0.0	-4	0.2	0	0.8
- COC(=O)c1ccc(N2CCN(c3ccccc3)CC2)c(NC(=O)C2CC2)c1
 : 1.6	3	0.7	4	-3	-1.4	0.5	1	0.4	-4	-0.7
- CCn1cc(C(=O)NCCCN2CCC(C)CC2)c(=O)c2cc(S(=O)(=O)N3CCOCC3)ccc21
 : 0.7	-1	-0.1	0	-3	-1.2	3.8	0	3.7*	3	2.2
- CCc1nc2ccccc2n(CCOCCn2c(=O)c(CC)nc3ccccc32)c1=O
 : -0.1	1	-0.5	-5	6	-1.8	-2.2	2	-0.9	-4	-0.8
- CCCn1cnnc1CNC(=O)[C@H]1O[C@@H](n2ccc(N)nc2=O)[C@H](O)[C@@H]1O
 : ·	0	-1.7	3	-3	-1.0	-0.4	-2	-0.8	-1	·
- O=C(CSCC(=O)N1CCOCC1)Nc1nc(-c2ccc3c(c2)OCO3)cs1
 : 3.0	-1	5.1	6	5	-0.3	4.6	2	1.8	31	2.3
- CN(C(=O)c1cccc(NC(=O)Cc2ccc(NC(=O)C3CCCN(C(=O)CCc4ccccc4)C3)cc2)c1)C1CCCC1 (centres undefined)
 : -4.5	-35	-5.7	4	-6	-2.2	-4.8	3	-5.6	1	-3.8
- O=C(Cn1nc(Cc2cccnc2)c2ccccc2c1=O)N1CCN(C(=O)c2ccco2)CC1
 : 0.2	16	-0.6	4	-2	-1.1	-2.5	-19	-0.1	4	0.5
- Cc1cccc(C)c1-n1c(C)cc(/C=N\NC(=O)CC(=O)NC2CCCCC2)c1C
 : -1.0	-18	-2.0	0	-3	-1.2	0.0	-5	0.0	-1	3.1
- Cc1ccccc1-n1c(SCC(=O)N2CCN(c3ccccc3)CC2)nnc1-c1ccncc1
 : -1.3	-10	-3.8	1	-3	-1.1	-1.6	6	-0.9	0	0.9
- CC1(C)O[C@@H]2[C@H](O1)[C@@H](COS(=O)(=O)O)O[C@H]2n1ccc(=O)[nH]c1=O
 : 0.2	8	0.5	1	1	-1.4	-1.1	-5	0.0	-1	2.5
- CCOC(=O)C1CCN(C(=O)c2cc3cc(C)ccc3[nH]2)CC1
 : 1.7	-8	4.5	4	1	-0.9	1.9	-2	0.1	4	3.3
- CCc1nc2c(OCc3ccc(C#N)cc3)cccn2c1N(C)C(=O)c1ccco1
 : ·	2	-3.6	-12	1	-1.6	-1.4	-22	-0.1	1	-1.6
- CCCCNC(=O)c1ccc(CS(=O)(=O)c2ccc(C)cc2)o1
 : 1.2	-2	0.6	4	0	-0.7	-0.6	0	0.0	6	3.5
- CCOC(=O)c1[nH]c2ccccc2c1NC(=S)Nc1ccccc1
 : 0.8	-7	6.1	-6	5	2.0*	6.0*	-29	0.8	-1	3.3
- Cn1cccc1CC(=O)N/N=C/c1cccc2ccccc12
 : -0.9	-4	-0.9	7	-2	-1.0	1.3	7	-1.3	-1	1.5
- CCN(CC)CCN(C(=O)c1ccc(C(=O)c2ccccc2)cc1)c1nc2cc3c(cc2s1)OCO3
 : -0.4	5	3.1	-8	-3	-1.2	-0.8	3	2.2	0	-0.6
- COc1ccc(CN2CCN(CC=C(C)C)C(CCO)C2)cc1Cn1cncn1 (centres undefined)
 : -1.5	0	2.0	4	-2	-1.1	-2.0	8	-0.1	-1	2.0
- Cc1ccc(S(=O)(=O)N(C)/N=C/C=C/c2ccccc2)cc1
 : -0.6	0	-0.5	-7	0	-1.4	-1.1	-4	0.0	3	4.2
- CCN(CC(=O)NCc1ccc(F)cc1)C(=O)COc1ccccc1[N+](=O)[O-]
 : 0.1	8	0.3	-1	-2	-0.6	-1.1	-8	-0.6	-5	-1.3
- CCn1c2ccccc2c2nc3cc(OC)c(OC)cc3nc21
 : 2.1	5	2.4	-1	-1	-0.9	0.2	-97	-1.3	-2	2.5
- COc1ccc(C(C#N)C2(C)OCCO2)cc1OC (centres undefined)
 : 0.6	6	-0.4	3	3	-1.3	3.3	-3	-0.5	2	2.0
- O=C(N/N=C/c1ccccc1OC(F)F)NC1CCCCC1
 : 0.3	-9	3.3	2	-1	-1.7	-1.9	3	0.1	1	0.7
- Cc1ccc(NC(=O)c2ncn(CC(=O)NCC(C)c3ccccc3)n2)cc1C (centres undefined)
 : 0.7	2	0.8	-3	-1	-0.3	-0.7	-2	0.5	3	0.3
- S=c1nc(-c2cc(Cl)cc(Cl)c2)[nH][nH]1
 : 1.5	-8	-0.7	-3	-1	-1.4	0.7	6	-0.4	2	3.6
- Cc1noc(C)c1C(=O)NC(Cc1c[nH]c2ccccc12)C(=O)O (centres undefined)
 : 0.6	12	-1.4	-5	-3	1.2*	2.9	-4	-0.6	-1	0.6
- COc1ccc(NC(=O)C2CC(=O)N(CCc3ccc(F)cc3)C2)c(OC)c1 (centres undefined)
 : -1.7	2	-2.3	1	1	-1.3	-0.7	-4	-0.2	2	1.7
- O=C(c1c(F)cccc1Cl)N1CCN(c2ccccn2)CC1
 : -0.3	11	4.2	3	-3	-1.3	-1.4	-7	-0.2	-2	-1.6
- O=C(CSc1ccc2nnc(-c3ccccn3)n2n1)Nc1cccc(F)c1
 : 0.1	2	-2.6	-2	1	-1.2	-0.7	-4	-0.1	-3	1.8
- Cc1nn(C)c(C(=O)NC2C3CC4CC(C3)CC2C4)c1Cl (centres undefined)
 : -1.3	3	2.3	0	-2	-1.4	-1.1	-6	-0.1	2	2.4
- CNC(=O)COc1coc(CN2CCN(c3ccccc3F)CC2)cc1=O
 : 0.0	7	-0.3	4	-1	-1.4	-0.8	-2	0.0	5	-1.6
- O=C(O)/C=C/C(=O)Nc1ccc(SC(F)(F)F)cc1
 : -0.9	-2	1.2	-3	0	-1.0	-0.2	-2	-0.5	1	-0.7
